CXXC DNA block: MLL CXXC-DNA interaction inhibition; Q03164; MLL-CXXC / FITC-HOXA9 DNA fluorescence polarization; Potency, µM (series often up to 115 µM), inactives show at the highest dose activity change, negative = inhibition, hits mostly inhibitors; hit rate 0.037% among 290,000; active = well fitted inhibition curve with a large enough effect in the polarisation, with a control signal flat, not every such curve was filed as active; inconclusive = small, poorly fitted or top-dose-only effect, or effect the other way, or a change in a side signal; inactive = no such curve, though single readings can be large or run the other way; the % refers to the polarisation; also: potency is read from the fitted curve at half-maximal effect
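Fluorescence polarization: 7 uM MLL-CXXC (stock) preincubated 5 min with compounds, then 50 nM fluorescein-HOX-A9 DNA (stock) added; 30 min ambient. Buffer 50 mM Tris-HCl pH 7.5, 50 mM NaCl, 1 mM DTT, 0.05% BSA.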
Mito fusion yeast: blocks mitochondrial division or promotes mitochondrial fusion; Potency, µM (titrated, usually from 46.1 µM), inactives show at the highest dose growth rescue (activation), hits mostly activators; S. cerevisiae fusion-defective mutant growth rescue, CellTiterGlo 48 h; AID 485298; hit rate 0.23% among 320,000;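 also: potency is read from the fitted curve at half-maximal effect; % of control where 0% means no effect; nearly all actives have a fitted effect of over 45% in size; temperature-sensitive fusion mutants such as fzo1-1 at 37 °C on non-fermentable ethanol glycerol medium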
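Yeast fusion mutant, YPEG (non-fermentable carbon), compound, 48 h at 37C non-permissive; CellTiterGlo added, 10 min RT, luminescence read. Rescued growth = division inhibition.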
a7 integrin act: activates integrin-mediated alleviation for muscular dystrophy. alpha7betagal myoblasts, beta-gal FDG fluorescence, 48 h. hit rate 0.064% among 350,000. AID 624291. Potency, µM (top dose mostly 38.3 µM), inactives show at the top dose activation, hits mostly activators;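 also: potency is read from the fitted curve at half-maximal effect; 100% = response of the positive control SU9516; nearly all actives have a fitted effect of over 60% in size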
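alpha7betagal+/- myoblasts (passage 13, 250/well) treated 48 h at 37C with compounds at 1:260 dilution of DMSO stock. Lysed, then beta-galactosidase activity read as FDG fluorescence (ex 480/em 540) after 30 min, with pre-read for autofluorescence.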
Menin MLL FP TR: menin-MLL binding inhibition, Texas Red mutant peptide; Menin + Texas Red MLL mutant peptide, fluorescence polarization; Potency, µM (titrated, usually from 61.6 µM), for inactives: at the top dose FP activity change, negative = inhibition, actives largely listed as inhibitors; hit rate 0.23% among 270,000; AID 1768; active = well fitted inhibition curve with a large enough effect in the polarisation, with a control signal flat, not every such curve was filed as active; inconclusive = small, poorly fitted or top-dose-only effect, or effect the other way, or a change in a side signal; inactive = no such curve, though single readings can be large or run the other way; the % refers to the polarisation; also: potency is read from the fitted curve at half-maximal effect; % of control where 0% means no effect; many of its hits are not listed in these tables
TSHR antag: blocks TSH signaling through the human TSH receptor; AID 504810; TSHR-expressing cells, TSH-stimulated cAMP HTRF, 2 h; stronger effect = lower value; activity change, negative = inhibition, % at 11.5 µM; hit rate 0.2% among 330,000; P16473;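 active = activity change below a set negative limit, meaning inhibition stronger than a set level, cut at about -70% in these data; inconclusive = activity change between two set negative limits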; also: % is scaled to controls: 0 for no effect and ±100 for the full control effect
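Inhibition of cAMP made by TSHR-expressing cells under TSH stimulation (4nM final, EC80; 2 h, 37 deg C) is quantified with a one-step lysis HTRF kit, anti-cAMP cryptate versus cAMP-d2.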
MBNL1 CUG block: MBNL1-poly(CUG) RNA binding inhibition; Potency, µM (series often up to 57.5 µM), for inactives: at the top dose activity change, negative = inhibition, actives largely listed as inhibitors; TR-FRET MBNL1-His/biotin-(CUG)12 binding, 665/545 ratio; hit rate 0.036% among 280,000; Q9NR56; active = well fitted inhibition curve with a large enough effect in the signal ratio, with a control signal flat, not every such curve was filed as active; inconclusive = small, poorly fitted or top-dose-only effect, or effect the other way, or a change in a side signal; inactive = no such curve, though single readings can be large or run the other way; the % refers to the signal ratio; also: potency is read from the fitted curve at half-maximal effect; % is scaled to controls: 0 for no effect and ±100 for the full control effect
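Ratiometric TR-FRET (665 over 545 nm, excitation 340 nm) tracks disruption of MBNL1-His/biotin-(CUG)12 complex after 60 min at room temperature, with compounds at 92 nM to 58 uM final.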
TCR activator: activates T cell receptor signaling | primary human leukocytes, anti-CD3, IL-2 HTRF, 48 h | 330,000 tested, under 10 active | Potency, µM (top dose mostly 9.22 µM), without a hit: top-dose activation of IL-2 secretion, most hits filed as activators; also: % of control where 0% means no effect
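Primary human leukocytes incubated 48 hr with anti-CD3 beads plus compound, without co-stimulation. Secreted IL-2 measured by HTRF (europium cryptate/d2 anti-IL-2 pair, 320 nm excitation, 665 nm emission).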
A-T KAP1 phos: candidate therapy for ataxia-telangiectasia | […] A-T fibroblasts, KAP-1 phosphorylation AlphaLISA; neocarzinostatin DNA damage 30 min before lysis | Potency, µM (doses to about 57.5 µM), inactives show at the highest dose activation, actives largely listed as activators | hit rate 0.19% among 320,000; also: potency is read from the fitted curve at half-maximal effect; % of control where 0% means no effect; nearly all actives have a fitted effect of over 45% in size
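hTERT-immortalized A-T patient fibroblasts ([…]), 500 cells/well in OPTI-MEM, 1% FBS, got compounds for 60 min, then NCS for 30 min at 37C. Lysates were then assayed for phospho-KAP-1 by AlphaLISA (anti-pKAP1 donor, anti-KAP1 acceptor beads), 6 hr at 25C.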
PTAP TSG101 blk: blocks PTAP/TSG101 interaction to inhibit HIV-1 budding; Fluorescence polarization, FITC-PTAP peptide / Tsg101 binding; Q99816; 340,000 tested, under 10 active; AID 493005; Potency, µM (doses to about 115 µM), for the others: at the highest dose activity change, negative = inhibition, actives largely listed as inhibitors; active = well fitted inhibition curve with a large enough effect in the main read-out, with a control signal flat, not every such curve was filed as active; inconclusive = small, poorly fitted or top-dose-only effect, or effect the other way, or a change in a side signal; inactive = no such curve, though single readings can be large or run the other way; also: potency is read from the fitted curve at half-maximal effect; % of control where 0% means no effect
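Fluorescence polarization binding of Tsg101 binding domain (10 uM final) to FITC-labeled PTAP peptide (50 nM final) in HEPES pH 7.5 buffer with NaCl, Tween 20, EDTA, TCEP. Compounds added before peptide; binding 20 min at RT.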
ASM inhibitor: blocks human secretory acid sphingomyelinase. P17405. placental ASM, HMU-PC fluorogenic substrate, 60 min. Potency, µM (top dose mostly 57.5 µM), for the others: at the highest dose activity change, negative = inhibition, most hits filed as inhibitors. hit rate 0.006% among 340,000. AID 504937; also: potency is read from the fitted curve at half-maximal effect
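Fluorescence read-out (Ex 386 nm, Em 447 nm) after stopping the reaction at pH 10. Enzyme: ASM from human placenta; substrate HMU-PC0, 9 uM final; 60 min, 37 °C. Compound preincubation 10 min, ambient temperature.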
* hit, by the source's call; ? = inconclusive; nt = no result given; [ ] = another dose, or the depositor's remark. Unless noted, calls follow the shape of the dose curve; as a rule, active = well fitted curve in the direction sought with a large enough effect; inconclusive = small, poorly fitted or top-dose-only effect, or another doubt; inactive = no such curve, though single readings can be large; an effect the other way counts as inactive or inconclusive. Some of the compounds tested; the hit share may differ from the screen's.

Values run as follows: CXXC DNA block, Mito fusion yeast, a7 integrin act, Menin MLL FP TR, TSHR antag, MBNL1 CUG block, TCR activator, A-T KAP1 phos, PTAP TSG101 blk, ASM inhibitor
CN(c1ccccc1)S(=O)(=O)c1ccc(NC(=S)NC(=O)C2CC2)cc1
 : 1%, ?, -7%, 22%, -1, nt, 4%[46.1 µM], 5%, -3%, -4%
Cc1cc(C)c(C#N)c(N2CCN(c3ccccc3F)CC2)n1
 : 6%, -5%, 19%, 29%, 0, -8%, nt, 0%, -3%, 0%
O=C(Cn1cnnn1)Nc1cccc(S(=O)(=O)N2CCCCC2)c1
 : -3%, 8%, 7%, -1%, 3, -7%, 1%, 1%, 1%, 2%
CCn1c(SCC(=O)Nc2ccccc2)nc2ccccc2c1=O
 : 4%, -1%, -29%, 14%, 3, 6%, nt, -1%, 6%, -5%
CCc1nc(Nc2cccc(F)c2)c2oc3ccccc3c2n1
 : -2%, -32%, -3%, 43%[activator], -18, -12%, 11%, 19%, -5%, -8%
Cc1ccc(N2CCN(C(=O)NC3CCCCC3)CC2C)cc1 (stereo not drawn)
 : 9%, -1%, 0%, nt, -1, 2%, 2%, -2%, -3%, 0%
CC(C)CCCN1C(N(C)C)=NC[C@@H]1C
 : nt, -9%, 15%, nt, 1, nt, 9%, 10%, -4%, 4%
CCC/C(O)=C1\C(=O)CCCC1=NCCc1c(C)[nH]c2ccc(C)cc12
 : -8%, 0%, 6%, nt, -8, -3%, -2%, -12%, -3%, 0%
COC(=O)Cc1c(C)c2ccc(OC(=O)c3ccccc3)cc2oc1=O
 : 178%[activator], 9%, -7%[7.66 µM], -21%, -3, 5%, nt, 0%, -4%, nt
Cc1onc(-c2c(Cl)cccc2Cl)c1C(=O)Nc1ccc(Cl)cn1
 : -4%, 11%, 4%, nt, 6, nt, -4%, 12%, 3%, 0%
Cc1ccc(N(C(=O)c2cccs2)C2C=CS(=O)(=O)C2)cc1 (stereo not drawn)
 : -4%, -1%, 4%, -2%, 16, -12%, -9%, 2%, -2%, 7%
CCN(C(C)=O)c1nnc(CSc2nc3ccccc3s2)s1
 : -5%, 7%, -11%, 20%, -19, -1%, -1%, -1%, -3%, -3%
O=C1CSC(=S)N1/N=C/c1ccc2c(c1)OCCO2
 : 10%, 13%, 2%, 30%, -1, ?, 4%, -16%, -2%, 1%
Cc1ccc(OCCCC(=O)Nc2ccc(S(=O)(=O)N3CCOCC3)cc2)cc1
 : nt, 1%, -20%, nt, -4, nt, 6%, 1%, -6%, ?
O=C(COC(=O)CNC(=O)c1cccc([N+](=O)[O-])c1)NCc1ccco1
 : -7%, 4%, 3%, 5%, -3, ?, -4%, 5%, -1%, -1%
COCCNS(=O)(=O)c1cc(-c2nn(C)c(=O)c3ccccc23)ccc1C
 : -2%, 0%, -6%, 3%, -6, 6%, 3%, 1%, -5%, 0%
O=C(NNC(=O)c1cc2cc(Br)ccc2oc1=O)c1ccc(O)cc1
 : ?, -2%, 19%, -20%, 0, ?, -6%, 6%, -1%, -1%
Cc1cc(C)c2nc(SC3CCOC3=O)cc(C)c2c1 (stereo not drawn)
 : 11%, -8%, 10%, -1%, 7, 5%, -2%, 4%, -6%, -3%
NCCC(=O)NCCc1cnc[nH]1
 : 13%, 0%, nt, 2%, -1, nt, -5%, 3%, -1%, 1%
Cc1cc(C)c(NC(=S)N2CCN(c3ccc([N+](=O)[O-])cn3)CC2)cc1C
 : 5%, -10%, 36%, ?, -12, 9%, -2%, 11%, -6%, 6%
c1ccc(-c2nc(SCc3nc4ccccc4[nH]3)c3oc4ccccc4c3n2)cc1
 : nt, nt, nt, nt, 5, nt, 1%, 2%, 1%, -6%
CC(C)CNC(=O)COC(=O)c1ccc([N+](=O)[O-])cc1Cl
 : 2%, -6%, -7%, -5%, -5, ?, -6%[46.1 µM], 4%, -1%, 2%
CCOC(=O)c1[nH]c2ccc(OC)cc2c1NC(=S)N1CCN(c2ccc(F)cc2)CC1
 : -5%, -7%, -35%, ?, 28, 20%, 10%[46.1 µM], 0%, 0%, -1%
COc1ccc(C2OCC(C)([N+](=O)[O-])CO2)cc1 (stereo not drawn)
 : nt, nt, -12%, nt, nt, nt, -4%, nt, 1%, -2%
Cc1cccc2sc(N(CCN(C)C)C(=O)c3ccc4ccccc4c3)nc12
 : 5%, -8%, 0%, -9%, -18, 4%, -6%, 3%, -3%, -6%
COc1cc(/C=N/NC(=O)c2ccc(O)cc2)ccc1Oc1ccc([N+](=O)[O-])cn1
 : ?, -1%, -11%, ?, 10, ?, -6%[46.1 µM], 3%, -4%, -7%
O=C(Oc1c(-c2ccccc2)c(=O)n2c3c(cccc13)CC2)c1cccc([N+](=O)[O-])c1
 : -9%, 1%, -14%, nt, -7, 6%, 4%, 10%, 1%, -17%
CN(CC(=O)NCCc1ccc(S(N)(=O)=O)cc1)Cc1c(F)cccc1Cl
 : 18%, -26%, -83%[inhibitor], -19%, -31, -7%, 3%, 11%, 1%, 1%
CCN(CC)S(=O)(=O)c1ccc(OC)c(NC(=O)/C=C/c2ccco2)c1
 : -2%, -2%, -29%, nt, 4, 6%, 2%, 3%, -4%, -1%
CCSc1nnc(NS(=O)(=O)c2ccc(OC)cc2)s1
 : 2%, 10%, 0%, 13%, 3, -13%, 4%, -5%, -7%, 11%
N=c1c2c(n(Cc3ccc(Cl)c(Cl)c3)c3c1CCC3)CCCC2
 : -2%, -11%, -47%[inhibitor], -21%, 4, 9%, -6%, -5%, -6%, -7%
CCNC(=O)/C(C#N)=C/c1c(N2CCN(c3ccccc3)CC2)nc2c(C)cccn2c1=O
 : ?, 14%, -1%, ?, -8, 16%, 9%, -33%, -1%, 7%
COc1cccc(NC(=O)CCc2c(C)nn(-c3ccc(N4CCOCC4)nn3)c2C)c1
 : 17%, 1%, ?, 11%, -3, 9%, 9%, -2%, 1%, 1%
Cc1n[nH]c(C)c1CN(C)C(=O)C1CCC(=O)N(CCc2cccc(F)c2)C1 (stereo not drawn)
 : -1%, -8%, 16%, 1%, 8, -6%, -1%, 4%, -7%, -1%
CCC1(C)COC2(OC1)C(=O)Nc1ccccc12 (stereo not drawn)
 : -9%, 0%, 0%, 5%, -10, 10%, -1%, 0%, -2%, 1%
CCCN1CCN(C(=O)C2CCN(S(=O)(=O)c3c(C)noc3/C=C/c3ccc(C)cc3)CC2)CC1
 : 26%, -13%, -55%[inhibitor], nt, -5, ?, 5%, 12%, -4%, 10%
Cc1cc(S(=O)(=O)NCC2CC2)c(Cl)cc1Cl
 : 2%, 2%, ?, -15%, -3, -7%, 10%, -5%, -1%, 6%
Cc1nnc2ccc(-c3ccc(NS(C)(=O)=O)cc3)nn12
 : ?, 12%, -16%, -22%, -7, 11%, -1%, 1%, 1%, 0%
COc1ccc(-c2csc(NC(=O)CN3C(=O)NC4(CCCC4)C3=O)n2)cc1
 : nt, -4%, 14%, nt, 8, nt, 0%, 10%, -2%, 2%
Cc1ccc(Cn2c(=N)n(CC(O)COc3ccccc3)c3ccccc32)cc1 (stereo not drawn)
 : 50%[activator], -19%, -2%, ?, 12, 16%, 2%, -3%, 0%, -2%
COc1ccc(C(=O)NCC(c2ccco2)N2CCc3ccccc32)c(OC)c1 (stereo not drawn)
 : nt, ?, -6%, nt, 1, nt, 4%, -2%, -2%, -8%

Shown field by field: entries from further up.
> CCOC(=O)c1[nH]c2ccc(OC)cc2c1NC(=S)N1CCN(c2ccc(F)cc2)CC1
  CXXC DNA block: -5%; Mito fusion yeast: -7%; a7 integrin act: -35%; Menin MLL FP TR: ?; TSHR antag: 28; MBNL1 CUG block: 20%; TCR activator: 10%[46.1 µM]; A-T KAP1 phos: 0%; PTAP TSG101 blk: 0%; ASM inhibitor: -1%
> COc1ccc(C2OCC(C)([N+](=O)[O-])CO2)cc1 (stereo not drawn)
  CXXC DNA block: nt; Mito fusion yeast: nt; a7 integrin act: -12%; Menin MLL FP TR: nt; TSHR antag: nt; MBNL1 CUG block: nt; TCR activator: -4%; A-T KAP1 phos: nt; PTAP TSG101 blk: 1%; ASM inhibitor: -2%

Source: PubChem BioAssay
